Screening data deposited in PubChem by Sanford-Burnham Center for Chemical Genomics.
APJ antagonist – antagonists of human apelin receptor APJ, primary screen, CHO-K1 cells, beta-arrestin complementation, luminescence; P35414; actives 0.32% (n = 330,000); inhibition, % at 20 µM; AID 2521, 2010;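 active = inhibition above about 40% at 20 µM, limit read from the data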;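 also: cells challenged with 10 nM apelin-13 agonist together with compound; plate controls were apelin-13 plus DMSO wells for no effect and DMSO wells lacking apelin-13 for full effect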
Target sequence (P35414 whole entry, looked up): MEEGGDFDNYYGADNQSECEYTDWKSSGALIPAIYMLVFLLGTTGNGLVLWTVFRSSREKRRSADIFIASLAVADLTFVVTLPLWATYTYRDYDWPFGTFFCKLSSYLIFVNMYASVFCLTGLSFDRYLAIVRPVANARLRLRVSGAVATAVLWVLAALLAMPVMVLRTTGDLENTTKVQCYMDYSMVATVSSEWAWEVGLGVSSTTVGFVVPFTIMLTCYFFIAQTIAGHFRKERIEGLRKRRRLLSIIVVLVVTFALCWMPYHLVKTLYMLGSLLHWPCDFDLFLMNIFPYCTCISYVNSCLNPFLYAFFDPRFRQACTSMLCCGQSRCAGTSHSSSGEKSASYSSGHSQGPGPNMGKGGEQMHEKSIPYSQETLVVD
UPR XBP1 act – activators of adaptive XBP1 UPR arm, primary screen, cell-based, CHO-XBP1 luciferase reporter, luminescence, uHTS. AID 463104, 2010. actives 0.33% (n = 330,000). IRE1-XBP1 UPR activation; percent of tunicamycin response, DMSO as zero. activation, % at 20 µM;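 active = versus positive control, 20 µM dose yields 30% or more activation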;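 also: 100% = tunicamycin at 10 µg/mL and 0% = DMSO only wells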
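Material: CHO-XBP1 cells stably carrying IRE1-XBP1-driven luciferase reporter / Amount: 1000 cells per well / Compound: 20 µM, 1% DMSO / Times: 6 h treatment, 37 °C / Detection: luciferase luminescence / Measure: % activation of reporter signal versus tunicamycin and DMSO controls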
tim23-1 inh – growth inhibitors of tim23-1 mutant yeast, primary screen, luminescence, uHTS | S. cerevisiae tim23-1 growth, BacTiter-Glo luminescence, 24 h | inhibition, % at 20 µM | actives 1.3% (n = 330,000) | AID 463212, 2010;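 active = growth inhibition of the mutant yeast at or above 50%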;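 also: temperature-sensitive mutant grown at 25 °C; plate controls were DMSO-treated mutant yeast for no effect and medium wells lacking yeast for full effect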
697 NFkB inh – inhibitors of PMA/ionomycin-induced NF-kB reporter, 697 cells, primary screen, B-cell NF-kB inhibitor project, cell-based, luminescence, uHTS | 697 B-cell NF-kB luciferase reporter, 16 h | actives 0.33% (n = 330,000) | inhibition, % at 4 µM; in the data active = inhibition above about 35%
CHOP UPR activ – activators of apoptotic CHOP UPR arm, primary screen, cell-based, CHO-CHOP luciferase reporter, luminescence, uHTS | UPR activation; percent of tunicamycin response over DMSO baseline | activation, % at 10 µM | actives 0.34% (n = 330,000) | AID 449763, 2010;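 active = at 10 µM dose, activation of 40% or more, normalized to positive control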;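 also: 100% = tunicamycin at 10 µg/mL and 0% = DMSO alone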
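Evaluation: % reporter activation, DMSO baseline versus tunicamycin full activation; System: CHO-CHOP luciferase reporter cell line; Input: 500 cells/well; Incubation: 6 h compound treatment, 37 °C; Measured by: Steady-Glo luciferase luminescence; Dosing: one dose, 10 µM in 0.5% DMSO; Buffer or medium: F12 medium, 10% FBS; Benchmarks: positive tunicamycin 10 µg/mL, negative DMSO alone.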
Mdm2 MdmX PPI – inhibitors of human Mdm2-MdmX association, primary screen, cell-based, luminescence, split luciferase, SaOS-2, uHTS | Protein Mdm4 (Homo sapiens) + E3 ubiquitin-protein ligase Mdm2 (Homo sapiens), … | SaOS-2 split-luciferase Mdm2/MdmX complementation | inhibition, % at 8 µM | actives 3% (n = 330,000) | AID 485346, 2010;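 active = inhibition of at least 50% at 8 µM in the primary screen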
Jurkat NFkB inh – inhibitors of induced NF-kB luciferase reporter, primary screen, TCR NF-kB activation inhibitor project, cell-based, luminescence, uHTS; inhibition, % at 4 µM; Jurkat, PMA/ionomycin-induced NF-kB luciferase reporter; actives 0.53% (n = 330,000); in the data active = inhibition above about 50%
APJ agonist – agonists of human apelin receptor APJ, primary screen, CHO-K1 cells, PathHunter beta-arrestin, luminescence; 0% DMSO wells, 100% apelin; actives 0.11% (n = 330,000); activation, % at 20 µM;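 active = activation more than six SD over the plate average, tested at 20 µM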;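 also: 0% = DMSO alone and 100% = apelin-13 at 10 nM; some results filed as inactive read as strong as hits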
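Assay system: CHO-K1 APJ beta-arrestin complementation cell line / Compound: single test compound dose, 20 µM final, 1% DMSO / Times: overnight seeding, 90 min compound at 25 °C, 1 h detection / Technique: beta-gal luminescence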
Active calls of the source: *.

SMILES	APJ antagonist	UPR XBP1 act	tim23-1 inh	697 NFkB inh	CHOP UPR activ	Mdm2 MdmX PPI	Jurkat NFkB inh	APJ agonist
CC1CN(C(=O)c2cc3cc([N+](=O)[O-])ccc3oc2=O)CC(C)O1 (stereo not given)	15	0	-8	22	0.8	10	3	-1
COc1cc(OC)cc(C(=O)OCC(=O)c2ccc(S(=O)(=O)N3CCCCC3)cc2)c1	22	-2	11	0	-1.6	6	-9	-8
CCOC(=O)c1cc2c(ccn2C)n1CC(=O)N(Cc1ccccc1)c1ccccc1	9	-4	40	8	0.8	38	-13	-4
O=Cc1c(-c2ccccc2)cc2oc3ccccc3cc1-2	13	-3	38	-231	1.8	-76	-99	-5
COc1ccc(-n2c(=O)cc(N3CCN(c4ccccc4OC)CC3)[nH]c2=O)cc1	12	-1	5	4	-1.4	-15	10	-2
Clc1ccc(-c2c[n+](Cc3cccc(Cl)c3)c3n2CCC3)cc1	-2	-1	5	-5	-0.7	10	3	-3
CC(C)(C)OC(=O)N1CCC(CNC(=O)c2ccc(F)cc2F)CC1	10	-2	0	-3	-0.8	1	-4	0
Cc1ccccc1-n1c(SCC(=O)Nc2ccccc2)nc2nc3c(cc2c1=O)CCCC3	3	1	25	9	0.1	5	-10	0
COc1ccc(Cl)cc1N(CC(=O)N/N=C/c1ccc(OCC(N)=O)cc1)S(C)(=O)=O	1	0	11	-4	-0.5	4	-13	0
CC(C)(C#N)c1cc(Cn2cncn2)cc(C(C)(C)C#N)c1	3	-5	11	13	-0.1	-6	10	0
CCOc1ccc(C(=O)NCC(=O)NCC2CCCCC2)cc1OCC	0	-2	10	11	1.2	10	0	0
O=C1C(Cc2c[nH]c3ccccc23)NC(=S)N1Cc1ccccc1 (stereo not given)	18	-4	9	7	0.3	-24	-2	-3
COc1ccc(OC)c2nc(-c3ccc4c(c3)OCO4)ccc12	0	0	48	-135	3.1	-148	-126	-4
Cn1c(=O)c(=O)n(C)c2cc(S(=O)(=O)N3CCN(c4ccccc4F)CC3)ccc21	0	-3	-19	-37	0.0	16	1	1
CCN(CC)CCCN(Cc1cc2cc3c(cc2[nH]c1=O)OCO3)C(=S)NCCOC	4	-1	14	-12	1.5	-10	-7	-1
COC(=O)c1ccc(C(NC(=O)OCc2ccccc2)/C(C)=C/[C@@H](C)C(=O)NCc2ccc(OC)c(OC)c2)cc1 (stereo not given in full)	2	-4	1	19	-1.7	25	1	-4
[O-]/C(=C(\C(=S)Nc1ccccc1F)[n+]1ccccc1)c1ccc(-c2ccccc2)cc1	-3	1	-1	-4	3.4	-2	-15	1
CCOC(=O)C1(Cc2ccc(Cl)cc2)CCN(C(=O)C2CCCO2)CC1 (stereo not given)	9	-3	15	-9	0.4	-1	16	-2
CC(C)C[C@H](NC(=O)c1nc[nH]c1C(=O)NCCCCCN)C(=O)OCc1ccccc1	18	-2	16	-6	1.3	-3	7	-2
CCc1noc(C)c1C(=O)OC(C)C(=O)Nc1cc([N+](=O)[O-])ccc1OC (stereo not given)	13	0	17	22	-2.2	22	12	-3
CCOc1cc(C(C#N)N2CCCCC2)ccc1OC (stereo not given)	7	-6	12	18	-4.2	-7	3	-5
CSc1ccccc1C(=O)NCc1ccc(F)cc1	13	-1	-21	6	-1.5	-8	14	-3
Cc1ccc(Nc2nc(N)nc(CN3CCN(c4ccccc4F)CC3)n2)cc1	-5	1	7	-4	3.1	20	2	-2
CC1=C(C(=O)Nc2ccccc2)C(c2ccco2)C(C#N)=C(SCC(N)=O)N1 (stereo not given)	-2	-3	-4	4	0.5	17	4	3
O=C(Nc1nnc(S(=O)(=O)N2CCCC2)s1)c1ccccc1F	9	-1	35	-7	3.5	20	9	-5
N#CCCN(C(=O)CSc1nnc(-c2ccncc2)n1C1CC1)c1ccccc1	7	-2	1	2	2.5	11	1	-4
COC(=O)c1c(NC(=O)C(C)C)sc2c1C(C(=O)OC)CC2 (stereo not given)	-5	1	5	-17	2.7	-6	14	-2
COc1ccc2oc(C(=O)OC(C)C(=O)NCc3ccccc3)c(C)c2c1 (stereo not given)	11	-4	2	5	0.4	3	-5	-3
Cc1sc2ncnc(Sc3ccccc3C(=O)Nc3ccccc3Cl)c2c1C	-11	1	35	-7	-1.1	7	1	-3
COc1ccc(-c2sc3cc(OC)c(OC)cc3c2C#CCCO)cc1	15	8	24	-36	4.8	37	-28	2
O=c1oc2ccccc2c(CNc2ccccc2)c1[N+](=O)[O-]	11	3	16	0	0.3	8	-6	-2
CN(Cc1ccccc1)C(=O)c1[nH]cnc1C(=O)NCC(=O)OC(C)(C)C	15	1	9	4	1.7	6	14	-1
Cc1csc(NC(=O)CSc2nnc(CCNC(=O)c3ccc(Cl)c(Cl)c3)n2C)n1	1	3	8	31	0.0	-16	6	-3
O=C(c1ccc(Cl)c(S(=O)(=O)N2CCOCC2)c1)N1CCOCC1	1	4	12	-11	-0.2	11	-14	-3
Clc1ccc(CSc2nnc(NC3=NCCCCC3)s2)cc1	6	-8	15	13	-1.2	-2	0	-4
O=c1[nH]c2ccccc2nc1-c1ccccc1	-2	4	16	-15	1.4	-4	-21	-2
Cc1cccn2c(=O)c3cc(C#N)c(=NC(=O)c4cccnc4)n(CC4CCCO4)c3nc12 (stereo not given)	2	-1	-2	0	-1.2	6	10	0
COc1ccc(OC)c(N(CC(=O)Nc2ccccc2)S(=O)(=O)c2ccccc2)c1	5	-2	29	-1	2.5	10	4	-1
Cc1ccc(C(=O)OCC(=O)NNC(=O)c2cccs2)c(O)c1	11	-3	-5	-19	-0.8	3	-5	6
CC(C)(C)c1ccc(C(=O)NC(=S)Nc2sc3c(c2C#N)CCC3)cc1	-5	-1	24	-64	1.5	17	-11	-2
CN(CC(=O)Nc1ccc(Cl)cc1)C(=O)CNC(=O)c1ccc2ccccc2c1	-20	-2	4	-12	3.5	-18	-7	-4
Cc1ccc(S(=O)(=O)N2CCN(c3ccc([N+](=O)[O-])c(Sc4nncn4C)c3)CC2)cc1	8	2	6	-5	0.9	13	14	0
CCCN(C(=O)c1cc(Cl)nc2ccccc12)C1CCS(=O)(=O)C1 (stereo not given)	-29	-1	-9	-12	-0.7	9	-7	-3
COC(=O)c1ccc2c(=O)n(CCN3CCOCC3)c(SCC(=O)C(C)(C)C)nc2c1	15	-1	23	20	-1.2	-10	3	-3
CCCc1nc2c(sc3nc4c(cc32)COC(C)(C)C4)c(=O)o1	9	-5	8	20	-0.1	-4	4	-1
Cc1nn(-c2ccc(Cl)cc2)c(=O)c2c(C)noc12	13	1	14	-3	-0.3	4	-1	-2
COc1cccc(COc2ccc3ccc(=O)oc3c2)c1	-2	1	42	-120	4.3	-77	-132	-1
Cc1cc(-c2nnc(SCC(=O)Nc3cccc(Cl)c3)n2N)n[nH]1	27	1	-1	12	1.2	9	4	4
Cc1ncoc1C(=O)NCc1ccccc1Cl	0	4	2	10	1.6	26	14	-3
Cc1ccc(C(=O)CSc2nnc(CNc3nc(-c4ccccc4)cs3)n2C)cc1	-13	-4	21	-7	-0.5	20	-1	1
CCC(=O)Nc1c(S(=O)(=O)c2ccccc2)c2nc3ccccc3nc2n1C(C)c1ccccc1 (stereo not given)	10	-2	27	10	1.2	-17	0	0
CC(=O)N1c2c(cc(Br)cc2S(=O)(=O)N2CCCCC2)CC1C (stereo not given)	-31	-6	26	-14	2.2	-8	0	-4
O=C(c1ccccc1-c1nc2ccccc2[nH]1)N1CCCCC1	12	0	1	1	0.5	6	7	-1
COc1ccc(-c2cc(=Nc3ccc(C(=O)O)cc3)c3cc(C)ccc3o2)cc1	9	0	27	-143	4.5	-216	-178	-7
Cc1ccccc1CN1N=C(/C=C/c2ccccc2)CCC1=O	-6	-3	20	-14	0.7	22	10	-1
O=C(NNc1ccccc1[N+](=O)[O-])Nc1ccccc1	-29	1	27	24	-2.1	14	6	-1
O=S(=O)(Nc1ccc2c(c1)OCO2)c1cccs1	-6	4	14	-13	2.1	8	-22	11
CCOC(=O)C1CCN(C(=O)C(=O)Nc2ccc3nc4n(c(=O)c3c2)CCCCC4)CC1	-6	0	9	16	1.4	11	13	2
C[C@@H](O)c1nc2ccccc2n1N	1	-1	-3	0	0.2	-22	8	1
COc1cccc(C(=O)N2CCN(Cc3ccccn3)CC2)c1	2	4	18	-29	-0.3	11	-13	-2

Four entries drawn at random from the list so far:
SMILES	APJ antagonist	UPR XBP1 act	tim23-1 inh	697 NFkB inh	CHOP UPR activ	Mdm2 MdmX PPI	Jurkat NFkB inh	APJ agonist
CCCc1nc2c(sc3nc4c(cc32)COC(C)(C)C4)c(=O)o1	9	-5	8	20	-0.1	-4	4	-1
Cc1nn(-c2ccc(Cl)cc2)c(=O)c2c(C)noc12	13	1	14	-3	-0.3	4	-1	-2
COc1cccc(C(=O)N2CCN(Cc3ccccn3)CC2)c1	2	4	18	-29	-0.3	11	-13	-2
Cc1ccc(S(=O)(=O)N2CCN(c3ccc([N+](=O)[O-])c(Sc4nncn4C)c3)CC2)cc1	8	2	6	-5	0.9	13	14	0

The list continues:
SMILES	APJ antagonist	UPR XBP1 act	tim23-1 inh	697 NFkB inh	CHOP UPR activ	Mdm2 MdmX PPI	Jurkat NFkB inh	APJ agonist
O=C(N/N=C/c1ccc[nH]1)c1ccccc1O	3	3	4	-16	3.2	23	-25	-2
CCOc1ccc(NCc2cc3cc(OC)ccc3[nH]c2=O)cc1	-2	1	-4	10	-1.1	15	21	2
Cc1ccc(C(=O)N/C(=C/c2ccco2)C(=O)N2CCOCC2)cc1	12	1	5	19	0.5	11	9	-3
N#Cc1c(C(F)(F)F)cc(=O)[nH]c1SCC(=O)O	-2	-3	-1	24	-1.4	20	7	0
O=C(NCCCCCCNC(=O)c1cncc(O)c1)c1cncc(O)c1	-4	1	8	20	1.4	6	1	-1
CSC1=NCCN1C(=O)Cc1ccc(-c2ccccc2)cc1	3	1	73*	-10	3.4	1	5	-4
O=C(O)C1C2C=CC(C2)C1C(=O)NCCc1ccccc1 (stereo not given)	-7	3	7	12	-0.8	2	11	-1
CCc1ccc(NC(=O)c2cc(-c3ccco3)on2)cc1	8	0	3	0	3.1	3	-49	-4
COCCn1c(C)cc(C2=NNC(=Nc3ccc(F)cc3)SC2)c1C	3	0	10	-34	2.5	36	-34	-3
Cc1ccc(CN2C(=O)C(C)Nc3ncnc(N4CCOCC4)c32)cc1 (stereo not given)	14	-2	5	18	-0.7	29	8	-4

Some of these compounds in order of their number in Mdm2 MdmX PPI, rising.
compound,APJ antagonist,UPR XBP1 act,697 NFkB inh,Mdm2 MdmX PPI,Jurkat NFkB inh
CSC1=NCCN1C(=O)Cc1ccc(-c2ccccc2)cc1,3,1,-10,1,5
O=C(O)C1C2C=CC(C2)C1C(=O)NCCc1ccccc1 (stereo not given),-7,3,12,2,11
O=C(NCCCCCCNC(=O)c1cncc(O)c1)c1cncc(O)c1,-4,1,20,6,1
Cc1ccc(C(=O)N/C(=C/c2ccco2)C(=O)N2CCOCC2)cc1,12,1,19,11,9
CCOc1ccc(NCc2cc3cc(OC)ccc3[nH]c2=O)cc1,-2,1,10,15,21
